High-throughput results: PubChem, several laboratories
PLAP activator – activates human placental alkaline phosphatase; purified PLAP enzyme, luminescent substrate read-out; active compounds read high; activation fold at 20 µM; 96,000 compounds, 1.2% hits; in the data active = activation fold above about 2
Target sequence (P05187 whole entry, looked up): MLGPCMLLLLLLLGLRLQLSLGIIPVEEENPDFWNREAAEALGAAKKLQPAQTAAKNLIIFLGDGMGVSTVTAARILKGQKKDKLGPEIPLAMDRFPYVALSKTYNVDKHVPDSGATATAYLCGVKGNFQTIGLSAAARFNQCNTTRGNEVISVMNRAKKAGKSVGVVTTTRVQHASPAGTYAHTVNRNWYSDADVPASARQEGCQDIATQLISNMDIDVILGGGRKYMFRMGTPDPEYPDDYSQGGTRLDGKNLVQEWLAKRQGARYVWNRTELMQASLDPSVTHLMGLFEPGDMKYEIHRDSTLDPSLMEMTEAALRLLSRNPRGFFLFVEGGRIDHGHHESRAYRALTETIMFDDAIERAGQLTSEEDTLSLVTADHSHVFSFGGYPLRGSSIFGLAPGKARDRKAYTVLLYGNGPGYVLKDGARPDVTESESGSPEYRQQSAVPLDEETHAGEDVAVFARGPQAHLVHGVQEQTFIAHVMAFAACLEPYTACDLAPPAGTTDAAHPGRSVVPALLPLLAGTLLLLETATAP
Plk1 PBD FP – Plk1 (human) PBD binding inhibition; P53350; Plk1 PBD phosphopeptide binding, fluorescence polarization; inhibition, %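 (tested at about 20 µM)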; 97,000 compounds, 0.13% hits; AID 693; in the data active = inhibition above about 34%, passing the limit was not always enough
Target sequence (P53350 whole entry, looked up): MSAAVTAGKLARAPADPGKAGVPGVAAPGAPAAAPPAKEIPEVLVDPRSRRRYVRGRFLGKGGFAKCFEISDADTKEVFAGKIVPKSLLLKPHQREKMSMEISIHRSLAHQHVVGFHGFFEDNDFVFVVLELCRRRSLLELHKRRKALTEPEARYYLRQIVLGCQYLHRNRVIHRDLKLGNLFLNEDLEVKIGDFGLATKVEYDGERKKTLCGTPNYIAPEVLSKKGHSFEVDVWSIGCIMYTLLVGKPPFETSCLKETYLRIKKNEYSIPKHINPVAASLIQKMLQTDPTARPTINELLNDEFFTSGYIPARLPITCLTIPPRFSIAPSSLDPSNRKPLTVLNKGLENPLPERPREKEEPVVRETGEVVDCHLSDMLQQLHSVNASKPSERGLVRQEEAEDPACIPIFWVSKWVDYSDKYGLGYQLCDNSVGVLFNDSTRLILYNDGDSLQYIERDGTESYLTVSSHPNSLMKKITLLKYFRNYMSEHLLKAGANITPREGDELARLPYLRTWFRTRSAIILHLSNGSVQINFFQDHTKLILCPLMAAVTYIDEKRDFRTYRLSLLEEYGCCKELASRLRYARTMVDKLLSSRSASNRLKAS
CYP2C19 inhib – blocks human cytochrome P450 2C19. P33261. CYP2C19 Supersomes, luciferin-H EGE luminescence, 30 min. inhibition, % at 5 µM. 96,000 compounds, 21% hits. AID 778;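 active = CYP2C19 inhibition above a set limit at 5 µM in the primary screen, cut at about 50% in these data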;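 note: plate controls were negative control wells for no effect and 2.5 mM tranylcypromine positive control for full effect; values of inactives mirror those of a sister screen read the other way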
CYP2C9 act – increases human cytochrome P450 2C9 activity; P11712; recombinant CYP2C9, luciferin-H conversion, luminescence; active compounds read high; factor 1 = untreated enzyme, 0 = blocked; activation factor at 5 µM; 96,000 compounds, 1.4% hits; AID 1024;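 active = activation factor of 2 or more for CYP2C9 at a 5 µM dose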;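 note: 0 = sulfaphenazole-blocked wells and 1 = vehicle-only wells; values of inactives mirror those of a sister screen read the other way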
CYP2C19 act – cytochrome P450 2C19 (human) activation. P33261. recombinant CYP2C19, luciferin-H EGE luminescence; active compounds read high; 0 = fully inhibited enzyme, 1 = untreated enzyme. activation factor at 5 µM. 96,000 tested, under 10 active. AID 1025;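 active = activation factor of at least 2 at 5 µM in the primary screen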;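 note: 0 = wells with 2.5 mM tranylcypromine and 1 = vehicle-only wells; values of inactives mirror those of a sister screen read the other way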
CYP2C9 inh – blocks human cytochrome P450 2C9; AID 777; P11712; CYP2C9 Supersomes, luciferin-H conversion, luminescence; inhibition, % at 5 µM; 96,000 compounds, 20% hits;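 active = blocking of liver enzyme CYP2C9 beyond about 50% at 5 µM, limit read from the data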; note: values of inactives mirror those of a sister screen read the other way
PLK1 inh – PLK1 (human) kinase inhibition; P53350; 97,000 compounds, 0.53% hits; recombinant PLK1 kinase, TR-FRET peptide phosphorylation; inhibition, % at 10 µM; AID 619;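 active = inhibition of 50% or more in the single-concentration screen; inactive = inhibition below 50%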;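 note: 0% = DMSO max control and 100% = H-89 dihydrochloride min control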
HIV Rev-RRE inh – inhibitors of HIV-1 Rev-RRE RNA interaction. P05866. Rev peptide-RRE RNA binding, FRET. inhibition, % at 8 µM. 97,000 compounds, 0.79% hits;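 active = inhibition above the screen-wide mean plus 3 SD, cut at about 35% in these data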;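 note: 0% = median DMSO wells and 100% = median Neomycin B control wells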
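Assay system: Rev peptide and RRE RNA, both fluorescently labelled; times: 5 min preincubation and 15 min binding, 25 °C; detection: FRET, ex 480 nm, em 540 and 671 nm; read-out basis: % inhibition from 671/540 nm acceptor-to-donor ratio, scaled between controls; benchmarks: DMSO low control, neomycin B high control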
EphB4 antag – blocks human EphB4 binding to ephrin-B2; EphB4 LBD / TNYL-RAW-Alexa532 peptide, fluorescence polarization; P54760; AID 720; inhibition, % at 7 µM; 97,000 compounds, 0.15% hits;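 active = inhibition above the screen-wide mean inhibition plus 3 SD, cut at about 15% in these data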;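 note: 0% = DMSO wells and 100% = excess unlabeled TNYL-RAW peptide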
The depositor's hits bear a star; / = not tested or not shown.

SMILES | PLAP activator | Plk1 PBD FP | CYP2C19 inhib | CYP2C9 act | CYP2C19 act | CYP2C9 inh | PLK1 inh | HIV Rev-RRE inh | EphB4 antag
CCOC(=O)N1CCC(NS(=O)(=O)c2cc(Br)cc3c2N(C(=O)CC)CC3)CC1 | 1.2 | / | 21 | 1 | 0.8 | 3 | / | / | /
Cc1nc2ccc(S(=O)(=O)NC(C(=O)NCc3cccs3)C(C)C)cc2s1 (stereo unspecified) | 0.9 | / | 12 | 0.9 | 0.9 | 6 | / | / | /
Cc1ccc(-n2c(SCC(=O)OC(C)C)nnc2-c2cnccn2)cc1 | 1.1 | 12 | 4 | 1.1 | 1 | -8 | -6 | 0 | 2
COc1ccc(C2CC(C(F)(F)F)n3ncc(C(=O)Nc4cccc(O)c4)c3N2)cc1OC (stereo unspecified) | 1.1 | 30 | 19 | 0.5 | 0.8 | 50* | 7 | 9 | 2
COc1cc(NC(=O)c2ccc(CNc3c(N4CCOCC4)c(=O)c3=O)cc2)cc(OC)c1 | 1 | 16 | 9 | 0.6 | 0.9 | 36 | 2 | 4 | -8
Cc1cc(C)n(-c2nc3ccccc3[nH]c2=O)n1 | / | 5 | / | / | / | / | -8 | 7 | -4
O=C(O)CCN1C(=O)/C(=C/c2ccc(-c3nc4ccccc4s3)o2)SC1=S | 1 | -43 | -6 | 0.9 | 1.1 | 9 | -17 | 34 | 2
Oc1ccc(Cl)cc1-c1cc(-c2cccc(Br)c2)n[nH]1 | 1.3 | 4 | 11 | 0.8 | 0.9 | 20 | -3 | 10 | -5
CCn1c(SCC(=O)Nc2ccc3c(c2)OCCO3)nc2c(c1=O)SC(C)C2 (stereo unspecified) | 1.3 | -3 | 62* | 0.1 | 0.4 | 93* | -2 | 7 | 5
COc1ccc(Nc2oc(COc3ccc(OC)cc3)nc2C#N)cc1 | / | 15 | / | / | / | / | -15 | 12 | 9
CCOc1ccc(CN2CCN(S(=O)(=O)c3ccc(NC(C)=O)cc3)CC2)cc1OC | 1.5 | -29 | 7 | 0.6 | 0.9 | 40 | -10 | -1 | 1
Cc1ccc2oc(=O)c3cnn(CC(=O)N4CCc5ccccc5C4)c3c2c1 | 0.8 | 28 | -9 | 0.8 | 1.1 | 24 | -13 | / | /
CCOC(=O)C1CCN(c2c(N3CCN(Cc4ccccc4)CC3)c(=O)c2=O)CC1 | 1.3 | 34 | 31 | 0.7 | 0.7 | 30 | -16 | 3 | -4
Cc1ccc(S(=O)(=O)N2CCN(Cc3cccc(C)c3O)CC2)cc1 | / | -7 | / | / | / | / | -14 | 6 | 2
C=CCN(C(=O)CCC(=O)Nc1cc(C)on1)C(C(=O)NC1CCCC1)c1cccnc1 (stereo unspecified) | 1.4 | 7 | 45 | 0.3 | 0.6 | 68* | -6 | -3 | 5
CCCCn1c2c(c(=O)n(C)c1=O)C(CC(=O)OCC(=O)Nc1cccc(C(F)(F)F)c1)C(=O)N2 (stereo unspecified) | 1.5 | 5 | 37 | 0.1 | 0.6 | 86* | -12 | 4 | -2
Cc1nn(-c2ccccc2)c2c1C(c1ccc(F)cc1F)C(C#N)=C(N)O2 (stereo unspecified) | 1 | 2 | 68* | 0.2 | 0.3 | 82* | -7 | 12 | 4
N#CC1=C(N)OC2=C(C(=O)CCC2)C1c1ccsc1 (stereo unspecified) | 0.9 | 4 | 57* | 0.7 | 0.4 | 28 | -6 | 6 | -7
Cc1ccc(C(=O)N2CCN(c3ccc(NC(=S)NC(=O)Cc4ccccc4)cc3)CC2)cc1 | 1.1 | -24 | 30 | 0.5 | 0.7 | 52* | -3 | -7 | 0
CCOc1ccccc1NS(=O)(=O)c1c(C)noc1C | 1 | -9 | 75* | 0.3 | 0.3 | 71* | -7 | 3 | 2
Cc1ccc(CNC(=O)c2cc3c(=O)n4ccccc4nc3n(CC3CCCO3)c2=N)cc1 (stereo unspecified) | 1.4 | / | 5 | 0.9 | 0.9 | 7 | / | / | /
CC1CCCCN1C(=O)CSc1nc(C2CC2)nc2c1cnn2-c1ccccc1 (stereo unspecified) | 1.4 | -19 | 11 | 0.6 | 0.9 | 41 | 4 | 0 | -7
COc1ccc(CCN2C(=O)CC(N3CCOCC3)C2=O)cc1OC (stereo unspecified) | / | 7 | / | / | / | / | -9 | 2 | -1
CCOc1c(Br)cc(CNc2ccc3c(c2)OCCO3)cc1OC | 0.9 | -19 | 86* | 0.1 | 0.1 | 86* | -13 | 8 | 3
CC(C)Cc1c(O)nc(SCC(=O)Nc2ccc3c(c2)CCC3)[nH]c1=O | / | -18 | / | / | / | / | -19 | 3 | 10

A portion from the list above:
SMILES | PLAP activator | Plk1 PBD FP | CYP2C19 inhib | CYP2C9 act | CYP2C19 act | CYP2C9 inh | PLK1 inh | HIV Rev-RRE inh | EphB4 antag
Cc1ccc(CNC(=O)c2cc3c(=O)n4ccccc4nc3n(CC3CCCO3)c2=N)cc1 (stereo unspecified) | 1.4 | / | 5 | 0.9 | 0.9 | 7 | / | / | /
CC1CCCCN1C(=O)CSc1nc(C2CC2)nc2c1cnn2-c1ccccc1 (stereo unspecified) | 1.4 | -19 | 11 | 0.6 | 0.9 | 41 | 4 | 0 | -7
COc1ccc(CCN2C(=O)CC(N3CCOCC3)C2=O)cc1OC (stereo unspecified) | / | 7 | / | / | / | / | -9 | 2 | -1
CCOc1c(Br)cc(CNc2ccc3c(c2)OCCO3)cc1OC | 0.9 | -19 | 86* | 0.1 | 0.1 | 86* | -13 | 8 | 3
CC(C)Cc1c(O)nc(SCC(=O)Nc2ccc3c(c2)CCC3)[nH]c1=O | / | -18 | / | / | / | / | -19 | 3 | 10

(more compounds)
SMILES | PLAP activator | Plk1 PBD FP | CYP2C19 inhib | CYP2C9 act | CYP2C19 act | CYP2C9 inh | PLK1 inh | HIV Rev-RRE inh | EphB4 antag
CCOc1ccc(OCC)c(-c2c(=O)n(OCc3ccccc3C(=O)OC)c3ccccc3[n+]2[O-])c1 | 1.3 | 4 | 37 | 0.6 | 0.6 | 38 | -1 | 2 | 3
O=C(CSc1nc2ccccc2o1)c1cc2ccccc2oc1=O | / | 26 | / | / | / | / | -6 | 9 | 5
CC12C(=O)N(CCC(=O)O)C(=O)C1C1C=CC2C1 (stereo unspecified) | 1 | -3 | 7 | 1 | 0.9 | 2 | -4 | 3 | -7
O=C(Cc1ccc(S(=O)(=O)N2CCCC2)s1)N1CCOCC1 | 1 | -11 | -1 | 1 | 1 | 1 | -9 | 1 | -8
Cc1cc(/C=C2/SC(=O)N(CC(=O)OC(C)C)C2=O)c(C)n1C | 1 | -9 | 2 | 0.9 | 1 | 6 | -13 | -5 | 7
COc1ccc(OC)c(NC(=O)Cc2coc3ccc4ccccc4c23)c1 | 1.7 | -21 | 96* | 0.7 | 0 | 26 | -5 | 11 | 8
Cc1nn(Cc2ccc(Cl)cc2Cl)c(C)c1NC(=O)c1nn(C)cc1Cl | 1.1 | -12 | 6 | 1.2 | 0.9 | -18 | -4 | 3 | -4
COc1ccccc1C(=O)NCCNC(=O)c1ccco1 | / | 8 | / | / | / | / | -6 | 10 | 5
O=C(CSc1nc(-c2ccco2)cc(C(F)(F)F)n1)N1CCc2ccccc2C1 | 0.9 | 1 | 43 | 0.5 | 0.6 | 46 | -13 | 0 | 6
Cc1cccc(NC(=O)CC2CCC2)c1 | 0.9 | -9 | 27 | 1.1 | 0.7 | -7 | -7 | 4 | -11
COc1ccc(Cn2nnnc2C(C(C)C)N2CCc3ccccc32)cc1 (stereo unspecified) | 1.1 | -5 | 71* | 0.3 | 0.3 | 68* | -8 | 5 | 0
COc1cc2c3nnc(-c4ccc(F)cc4)c-3cn(Cc3ccc(F)cc3)c2cc1OC | 1.7 | -35 | 34 | 0.2 | 0.7 | 77* | -2 | 20 | -5
O=C(CN1CCN(c2ccc(Cl)cc2)CC1)Nc1cccc(F)c1 | 1 | 4 | 39 | 0.3 | 0.6 | 67* | -11 | 8 | -1
O=C(CCC1COc2ccccc2O1)Nc1ccccn1 (stereo unspecified) | 1 | 8 | 44 | 1 | 0.6 | 1 | -4 | 5 | -8
O=C(N[C@@H](Cc1ccccc1)C(=O)NC1CCCCC1)c1ccco1 | 1.1 | -1 | 26 | 0.5 | 0.7 | 47 | -11 | 6 | 5
CCOC(=O)CSc1nnc(CNC(=O)c2ccc(OC)cc2OC)n1-c1ccc(OC)cc1 | 1.3 | -27 | 14 | 0.8 | 0.9 | 22 | -5 | 5 | 8
COc1ccccc1-c1nnc(SCC(=O)c2ccc(C3CCCCC3)cc2)n1Cc1ccco1 | 1.3 | -9 | 80* | 0.1 | 0.2 | 86* | -12 | 2 | 6
O=C(NC1CCCC1)C(c1ccccc1)N(Cc1ccco1)C(=O)Cc1cccs1 (stereo unspecified) | / | 11 | / | / | / | / | -8 | 5 | -6
O=C(Nc1ccc2c(c1)OCO2)N1CCN(c2ncccn2)CC1 | 0.9 | -22 | 46 | 0.7 | 0.5 | 29 | -13 | -1 | -10
Cn1c(SCC(=O)Nc2ccc(N3CCOCC3)cc2)nnc1-c1ccccc1 | 0.8 | -10 | 1 | 0.9 | 1 | 7 | -12 | 1 | -7
COc1cc(C)c(S(=O)(=O)N2CCOCC2)cc1C | / | -10 | / | / | / | / | 2 | -3 | -6
COCCN1C(=O)c2oc3cc(C)c(C)cc3c(=O)c2C1c1cccc(O)c1 (stereo unspecified) | / | -20 | / | / | / | / | 3 | 8 | 2
O=S(=O)(NC1CCCCC1NS(=O)(=O)c1ccc(F)cc1)c1ccc(F)cc1 (stereo unspecified) | 1 | -8 | 62* | 0.1 | 0.4 | 87* | -1 | -1 | 0
Cc1onc(-c2c(F)cccc2Cl)c1C(=O)NCc1cccs1 | 0.8 | -12 | 85* | 0.2 | 0.2 | 84* | -17 | -3 | -3
COc1ccccc1C(=O)O/N=C(/C)c1ccc(N2C(=O)C3CCCCC3C2=O)cc1 (stereo unspecified) | 1.3 | 7 | 54* | 3.3* | 0.5 | -227 | -12 | 5 | -10

(continued)
SMILES | PLAP activator | Plk1 PBD FP | CYP2C19 inhib | CYP2C9 act | CYP2C19 act | CYP2C9 inh | PLK1 inh | HIV Rev-RRE inh | EphB4 antag
CCCCC(=O)Nc1nnc(C)s1 | 1.1 | 28 | -4 | 1.2 | 1 | -16 | 1 | 3 | -3
CCCC(=O)c1ccc(N2CCCC2)c(F)c1 | / | 1 | / | / | / | / | -8 | 7 | -3
Cc1nnc(-c2cnn(-c3ccccc3)c2N)n1Cc1ccc(F)cc1 | 0.9 | -27 | 44 | 0.8 | 0.6 | 20 | -8 | -3 | -7
CC(C)C(=O)N1CCc2cc(-c3csc(N)n3)ccc21 | 1.4 | 16 | 8 | 0.9 | 0.9 | 9 | -12 | 35 | -5
O=C(CN1CC(=O)Oc2ccccc21)OCC(=O)c1ccccc1 | 1.4 | 25 | 3 | 1.2 | 1 | -15 | -5 | 0 | 5
O=C(O)CCCCCN1C(=O)CCC1=O | 0.9 | -15 | 2 | 1 | 1 | 2 | -2 | -1 | 0
CSc1cccc(NC(=O)CSc2nnc(C)s2)c1 | / | -14 | / | / | / | / | -11 | 8 | 1
Cn1c(CN2CCOCC2)nc2cc(NC(=O)c3ccc(F)cc3)ccc21 | 1.3 | 24 | 5 | 0.9 | 1 | 8 | -4 | 3 | -11
O=C(Nc1sc2c(c1-c1nc3ccccc3[nH]1)CCCC2)C1CCCC1 | 1.6 | -5 | -10 | 0.9 | 1.1 | 13 | -22 | 6 | 2
COc1ccccc1C(c1nnnn1CCc1ccccc1)N1CCN(c2ccccc2)CC1 (stereo unspecified) | 1.7 | -19 | 31 | 0.7 | 0.7 | 33 | -8 | 6 | -8
Cc1nnc(NC(=O)CSc2ccccn2)s1 | 0.9 | -8 | -5 | 1.1 | 1.1 | -13 | -9 | 3 | -3
CCOC(=O)c1c(Nc2ccccc2N)cc(C)nc1C | 0.9 | -15 | 72* | 0.9 | 0.3 | 6 | -9 | 3 | -3
